TcdB inh – blocks C. difficile toxin B glycohydrolase activity; TcdB glycohydrolase enzymatic assay, plate reader; 0.24% of 350,000 active; inhibition, % at 9.99 µM; P18177; AID 652162; in the data active means inhibition above about 10%
Target sequence (P18177 whole entry, looked up): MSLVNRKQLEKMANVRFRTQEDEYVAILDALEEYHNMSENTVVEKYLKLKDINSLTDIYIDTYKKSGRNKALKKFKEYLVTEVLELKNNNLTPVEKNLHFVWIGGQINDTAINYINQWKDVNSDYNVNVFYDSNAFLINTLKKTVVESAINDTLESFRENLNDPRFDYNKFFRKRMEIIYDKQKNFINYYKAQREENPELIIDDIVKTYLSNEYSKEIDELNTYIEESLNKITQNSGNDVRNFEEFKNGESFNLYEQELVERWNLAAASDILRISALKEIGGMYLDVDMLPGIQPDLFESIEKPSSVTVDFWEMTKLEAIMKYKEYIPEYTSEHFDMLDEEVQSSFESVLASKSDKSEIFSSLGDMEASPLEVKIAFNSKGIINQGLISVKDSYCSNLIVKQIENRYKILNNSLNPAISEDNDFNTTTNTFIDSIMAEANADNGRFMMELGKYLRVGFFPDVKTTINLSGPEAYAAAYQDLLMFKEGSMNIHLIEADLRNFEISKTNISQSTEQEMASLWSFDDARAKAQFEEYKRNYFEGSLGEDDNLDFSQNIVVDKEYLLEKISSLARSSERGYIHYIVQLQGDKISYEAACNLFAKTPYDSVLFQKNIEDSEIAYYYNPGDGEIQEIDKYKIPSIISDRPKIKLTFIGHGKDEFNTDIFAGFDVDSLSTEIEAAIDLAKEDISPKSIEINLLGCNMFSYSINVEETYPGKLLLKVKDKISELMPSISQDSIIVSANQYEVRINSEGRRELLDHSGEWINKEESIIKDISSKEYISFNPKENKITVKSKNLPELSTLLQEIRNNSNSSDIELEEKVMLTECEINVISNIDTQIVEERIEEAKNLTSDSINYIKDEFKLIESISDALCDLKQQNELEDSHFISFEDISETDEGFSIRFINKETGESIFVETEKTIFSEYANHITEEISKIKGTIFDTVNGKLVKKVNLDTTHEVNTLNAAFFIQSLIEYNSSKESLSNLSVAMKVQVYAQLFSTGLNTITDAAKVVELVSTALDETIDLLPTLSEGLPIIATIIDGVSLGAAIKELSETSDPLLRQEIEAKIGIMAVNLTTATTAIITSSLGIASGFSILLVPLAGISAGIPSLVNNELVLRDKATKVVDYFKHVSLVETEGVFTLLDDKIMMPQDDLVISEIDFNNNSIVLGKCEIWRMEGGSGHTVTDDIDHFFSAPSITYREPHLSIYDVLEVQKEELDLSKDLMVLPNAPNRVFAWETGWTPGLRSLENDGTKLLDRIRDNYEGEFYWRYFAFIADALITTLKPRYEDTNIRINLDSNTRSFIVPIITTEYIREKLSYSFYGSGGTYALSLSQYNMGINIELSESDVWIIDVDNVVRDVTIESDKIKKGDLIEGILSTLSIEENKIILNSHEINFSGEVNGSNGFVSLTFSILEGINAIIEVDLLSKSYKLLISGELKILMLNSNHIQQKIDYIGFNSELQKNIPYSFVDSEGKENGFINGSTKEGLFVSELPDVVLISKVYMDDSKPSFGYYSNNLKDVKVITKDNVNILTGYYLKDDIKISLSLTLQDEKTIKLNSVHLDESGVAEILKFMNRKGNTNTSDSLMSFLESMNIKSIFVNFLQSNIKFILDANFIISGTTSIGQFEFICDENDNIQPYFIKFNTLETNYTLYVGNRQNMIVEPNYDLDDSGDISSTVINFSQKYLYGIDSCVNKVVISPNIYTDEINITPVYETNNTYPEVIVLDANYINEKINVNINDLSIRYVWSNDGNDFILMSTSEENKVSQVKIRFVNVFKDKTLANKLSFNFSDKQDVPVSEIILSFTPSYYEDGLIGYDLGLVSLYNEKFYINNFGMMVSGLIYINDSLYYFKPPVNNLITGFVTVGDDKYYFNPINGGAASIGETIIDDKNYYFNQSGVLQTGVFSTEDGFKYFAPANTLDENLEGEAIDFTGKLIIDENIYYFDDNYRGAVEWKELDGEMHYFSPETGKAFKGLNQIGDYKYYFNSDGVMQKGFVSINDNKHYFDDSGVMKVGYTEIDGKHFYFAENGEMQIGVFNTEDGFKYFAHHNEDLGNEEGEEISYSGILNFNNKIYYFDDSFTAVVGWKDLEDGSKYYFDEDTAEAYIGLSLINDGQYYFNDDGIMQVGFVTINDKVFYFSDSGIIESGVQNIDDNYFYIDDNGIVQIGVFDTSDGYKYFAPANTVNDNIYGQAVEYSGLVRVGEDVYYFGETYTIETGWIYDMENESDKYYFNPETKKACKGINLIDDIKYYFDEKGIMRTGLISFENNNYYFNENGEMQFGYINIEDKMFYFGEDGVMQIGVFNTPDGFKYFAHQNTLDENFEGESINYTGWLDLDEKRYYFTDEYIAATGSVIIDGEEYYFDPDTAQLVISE
BoNT-A LC inh2 – inhibitors of Botulinum neurotoxin A light chain protease. multiplex microsphere protease substrate cleavage, flow cytometry. inhibition, % at 10 µM. AID 588499. 0.17% of 360,000 active; further: plate controls were buffer without enzyme for full effect and enzyme alone for no effect
SARS 3CLpro inh – SARS-CoV 3CLpro protease inhibition; recombinant SARS-CoV 3CLpro, quenched FRET peptide cleavage; inhibition, % at 6 µM; 0.14% of 290,000 active; AID 1706; in the data active means inhibition above about 12%
Anthrax LF inh2 – blocks Bacillus anthracis lethal factor protease. AID 588501. multiplex microsphere protease cleavage assay, LF. 0.12% of 360,000 active. P15917. inhibition, % at 10 µM; further: plate controls were buffer without enzyme for full effect and enzyme alone for no effect
PrPC TRFRET – cell surface PrPC inhibition, primary TR-FRET screen | P04156 | TR-FRET read-out | inhibition, % at 13.8 µM | 0.43% of 370,000 active; in the data active means inhibition above about 24%; further: 0% = median of the test wells and 100% = reference compound wells
PriA SSB inh – inhibitors of Klebsiella pneumoniae PriA binding to SSB C-terminal tail; AlphaScreen SSBct-PriA binding, biotinylated peptide; inhibition, % at 33 µM; 0.6% of 430,000 active; AID 1272365; in the data active means inhibition mostly above about 37%, no sharp cut-off; inactive means mostly below about 20%;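 further: plate controls were negative control peptide for no effect and reference peptide for full effect; strong numbers were not always called active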
PfHsp40 rescue – rescue of PfHsp40-mediated yeast toxicity. AID 504582. S. cerevisiae expressing PfHsp40, growth rescue, ATP luminescence. 0.68% of 340,000 active. growth rescue, % at 12.5 µM; in the data active means growth rescue above about 28%, passing the limit was not always enough;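 further: yeast W303a lacking pdr1 and pdr3 grown in galactose medium; growth measured after three days at 30 °C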
Active calls of the source: *; . = not tested or not shown; & = joins results of further samples. Unless noted, no stated cut-off is given here; in the data, active means inhibition above about 30%; inconclusive means no clear call, values can overlap the other calls; inactive means below that. This is a subset, so the mix of outcomes need not match the whole.

Below each SMILES – TcdB inh	BoNT-A LC inh2	SARS 3CLpro inh	Anthrax LF inh2	PrPC TRFRET	PriA SSB inh	PfHsp40 rescue
CCOC(=O)c1sc(NC(=O)c2cncc(Br)c2)nc1C
  1.0	.	-3	.	7	.	.
CCc1nc(N=C(N)N)nc2ccccc12
  0.6	.	2	.	4	.	.
O=C(O)CCC(=O)c1ccc2ccc3cccc4ccc1c2c34
  0.2	.	2	.	8	.	.
CCc1ccc(NC(=O)CN2C(=O)C(=O)N(Cc3ccccc3)C2=O)cc1
  0.9	.	5	.	9	.	.
Clc1ccc(Cn2ncc3c(NCc4ccccc4)ncnc32)c(Cl)c1
  0.9	.	-2	.	2	.	.
Cc1c(O)nc2sc3ccccc3n2c1=O
  1.3	.	1	.	-4	.	.
O=C(OCCCOC(=O)c1ccccc1O)c1ccccc1O
  3.1	.	1	.	2	.	.
COc1ccc(-c2ccnc3nc(/N=C/N(C)C)nn23)cc1
  0.7	.	0	.	5	.	.
CCCCCCN(C(=O)CCCCCN1C(=O)NC(c2ccc(-c3ccccc3)cc2)C(C(=O)OCc2ccccc2)=C1C)C(C)C(=O)NCCCC (configuration not stated)
  0.2	.	-5	.	-5	.	.
O=C(N/N=C(\c1ccccc1)c1cccnc1)c1cc(O)ccc1O
  2.0	.	-1	.	2	.	.
NC(=O)CCC(NS(=O)(=O)c1ccc(Cl)cc1)C(=O)NCc1ccccc1 (configuration not stated)
  -1.1	.	1	.	3	.	.
Cc1ccnc(NC(=O)/C=C/c2ccccc2[N+](=O)[O-])c1
  0.2	.	7	.	-22	.	.
CC(Sc1ccsc1[N+](=O)[O-])C(=O)NCc1ccccc1 (configuration not stated)
  1.7	.	-5	.	-37	.	.
CC(NC(=O)Cc1ccccc1[N+](=O)[O-])c1ccccc1 (configuration not stated)
  0.9	.	1	.	-5	.	.
c1ccc2c(NCCCN3CCOCC3)c3ccccc3nc2c1
  1.0	.	-1	.	0	.	.
COc1cc(C2C(C(=O)c3ccco3)=C(O)C(=O)N2c2cc(C)on2)ccc1OCc1ccccc1 (configuration not stated)
  -1.8	.	4	.	-3	.	.
C#CCOCCOCCOCCNc1nc(N2CCN(C(=O)CCCCCCCCCCNC(=O)[C@H](CCCCN)n3cc(C)nn3)CC2)nc(N2CCN(C(=O)CCCCCCCCCCNC(=O)[C@H](CO)n3cc(CCCSC)nn3)CC2)n1
  .	.	.	.	.	14	10
CCOC(=O)CNC(=O)N1Cc2cc(N3CCCCC3)ccc2-n2nncc2C1
  0.2	0.3	.	-1	.	.	.
Cc1nn(-c2ccccc2)c2sc(C(=O)NCC3CCCO3)cc12 (configuration not stated)
  .	.	.	.	-4	-9	.
O=C(NCc1cc(C(F)(F)F)cc(C(F)(F)F)c1)C1CC(c2ccccc2C(F)(F)F)=NO1 (configuration not stated)
  .	.	.	.	24	-3	.
Cc1cc(-c2n[nH]c(=S)o2)c(C)n1-c1ccccc1
  .	.	-2	.	2	1	.
COc1ccc(N2C(=O)CCC(C(=O)N(C)C3CCCCC3)C2c2ccc(OC)c(OC)c2)cc1 (configuration not stated)
  .	.	3	.	-4	-17	.
c1ccc(-c2ccc(-c3ccccn3)nn2)nc1
  .	.	-4	.	-2	106*	.
O=C(CN1C2=NCCN2c2ccccc21)N1CCOCC1
  .	.	6	.	-6	0	.
NC(=O)C1(N2CCCCC2)CCN(C(=O)Nc2ccccc2C(F)(F)F)CC1
  .	.	-1	.	1	-14	.
COc1ccc(C2c3c(oc4ccccc4c3=O)C(=O)N2Cc2ccncc2)cc1OC (configuration not stated)
  .	.	2	.	0	-18	.
CCCc1cc(SCC(=O)Nc2c(C)n(C)n(-c3ccccc3)c2=O)n2c(nc3ccccc32)c1C#N
  .	.	3	.	8	-7	.
CN=C1S/C(=C\c2cccn2-c2cccc(Br)c2)C(=O)N1C
  .	.	-3	.	-3	2	.
CCOC(=O)CC(N)c1ccc2c(c1)OCO2 (configuration not stated)
  .	.	-6	.	-2	-30	.
COc1cc2c(cc1OC)C(C(=O)NCC1COc3ccccc3O1)C(c1cccnc1)N(C)C2=O (configuration not stated)
  .	.	4	.	-5	-7	.
CCn1ccc(C(=O)Nc2ccc(S(=O)(=O)Nc3ccccc3OC)cc2)n1
  .	.	4	.	5	-5	.
COc1ccc(C2C=C(c3ccccc3)Nc3nc(CCCO)nn32)cc1 (configuration not stated)
  .	.	-2	.	-6	-13	.
COC(=O)c1[nH]c2ccc(Cl)cc2c1NC(=O)CN1CCC(C(N)=O)CC1
  .	.	-1	.	-9	-1	.
CCOc1ccc(C(=O)N(CN2CCCC2=O)c2ccc(C)cc2)cc1
  .	.	-1	.	1	-13	.
Clc1ccc(Cn2ncc3c(NCc4ccco4)ncnc32)c(Cl)c1
  .	.	9	.	10	-18	.
Cc1ccc(-c2csc(NC(=O)COC(=O)c3cccc(S(=O)(=O)N4CCOCC4)c3)n2)cc1
  .	.	2	.	12	-1	.
O=C(NCCC1=CCCCC1)C1CCN(S(=O)(=O)c2cccc3nonc23)CC1
  .	.	-1	.	-12	2	.
CC(=O)Nc1ccc(NC(=O)Cn2cnc3c(cnn3C(C)(C)C)c2=O)cc1
  .	.	4	.	-4	-1	.
O=C(C1CC2CCC1C2)N1CCN(Cc2ccc3c(c2)OCO3)CC1 (configuration not stated)
  .	.	1	.	-7	-10	.
COc1c(Br)cc2c(C)c(C(=O)N3CCOCC3)oc2c1Br
  .	.	-1	.	-4	-1	.

Two entries from above, with tabs:
Molecule	TcdB inh	BoNT-A LC inh2	SARS 3CLpro inh	Anthrax LF inh2	PrPC TRFRET	PriA SSB inh	PfHsp40 rescue
CCCCCCN(C(=O)CCCCCN1C(=O)NC(c2ccc(-c3ccccc3)cc2)C(C(=O)OCc2ccccc2)=C1C)C(C)C(=O)NCCCC (configuration not stated)	0.2	.	-5	.	-5	.	.
O=C(N/N=C(\c1ccccc1)c1cccnc1)c1cc(O)ccc1O	2.0	.	-1	.	2	.	.

Going on with the list:
Below each SMILES – TcdB inh	BoNT-A LC inh2	SARS 3CLpro inh	Anthrax LF inh2	PrPC TRFRET	PriA SSB inh	PfHsp40 rescue
CC(C)c1ccc(-c2c(C#N)c(N)nc(SCC(=O)N3CCCCCC3)c2C#N)cc1
  .	.	2	.	-1	-14	.
O=C(c1cccs1)n1nc(-c2ccco2)nc1SCc1ccccc1
  .	.	6	.	7	-8	.
CCOC(=O)C1=C(C)NC(C)=C(C(=O)OCC)C1c1nc2ccccc2[nH]1
  .	.	1	.	4	6	.
Cc1ccc2nc(NC(=O)c3cccc(-c4cc5ccccc5oc4=O)c3)sc2c1
  .	.	-3	.	-1	-15	.
O=C1c2ccc(-c3nc4ccccc4o3)cc2C(=O)N1Cc1cccnc1
  .	.	2	.	-1	-11	.
Cc1occc1-c1nnc(SCC(=O)Nc2nccs2)n1CCc1ccccc1
  .	.	4	.	-5	-9	.
Cc1ccc(C)c(N2CCN(C(=O)CC3Sc4ccccc4NC3=O)CC2)c1 (configuration not stated)
  .	.	-4	.	5	15	.
Cc1cc(OCCN2CCCCC2)nc2ccccc12
  .	.	2	.	-7	-10	.
CCn1c2ccc(OC)cc2c2nc3ccccc3nc21
  .	.	-4	.	-11	-67&-85	.
O=C(O)c1cc(S(=O)(=O)Nc2ccc3oc(=O)sc3c2)ccc1O
  .	.	3	.	-3	0	.
Nc1sccc1C(=O)c1ccccc1
  .	.	4	.	-5	-4	.
Cc1cc(NC(=O)CCC(=O)N(c2cccnc2)C(C(=O)NC2CCCC2)c2ccccc2F)no1 (configuration not stated)
  .	.	-2	.	-6	-1	.
CCOC(=O)c1c(C)oc2c1c(C(c1ccncc1)N1CCOCC1)c(O)c1ccccc12 (configuration not stated)
  .	.	0	.	-6	5	.
Cc1cc(C)c(-n2c(C)cc(/C=C3/NC(=O)NC3=O)c2C)c(C)c1
  .	.	9	.	3	26	.
Cc1cnn(C(=S)NCc2ccc(Cl)cc2)c1
  .	.	1	.	2	-49	.
CCOc1cc(CO)c(Br)cc1OCC(=O)O
  .	.	-5	.	9	8	.
COc1cc(NS(=O)(=O)c2ccc(NC(=O)COc3ccccc3Cl)cc2)nc(OC)n1
  .	.	4	.	4	3&-18&-12	.
Cc1ccc(NC(=O)c2cccc(S(=O)(=O)Nc3c(C)n(C)n(-c4ccccc4)c3=O)c2)cc1C
  1.2	.	.	.	1	8	.
O=C(Nc1ccccc1)C1=C[C@H](c2ccc(C(F)(F)F)cc2)C[C@H](OCc2ccc(CO)cc2)O1
  -2.9&-1.1	.	.	.	3	-6	.
NC(=O)[C@H]1CC2(CC(c3cccc(NC(=O)[C@H]4CCC(=O)N4)c3)=NO2)CN1C(=O)CC(c1ccccc1)c1ccccc1 (some centres not stated)
  0.9	.	.	.	2	-2	.

Entries of single compounds as entered above. Order of screens: TcdB inh, BoNT-A LC inh2, SARS 3CLpro inh, Anthrax LF inh2, PrPC TRFRET, PriA SSB inh, PfHsp40 rescue
O=C(O)c1cc(S(=O)(=O)Nc2ccc3oc(=O)sc3c2)ccc1O is entered as ., ., 3, ., -3, 0, .
Cc1cnn(C(=S)NCc2ccc(Cl)cc2)c1 is entered as ., ., 1, ., 2, -49, .
Cc1ccc(NC(=O)c2cccc(S(=O)(=O)Nc3c(C)n(C)n(-c4ccccc4)c3=O)c2)cc1C is entered as 1.2, ., ., ., 1, 8, .
Cc1cc(OCCN2CCCCC2)nc2ccccc12 is entered as ., ., 2, ., -7, -10, .
O=C(c1cccs1)n1nc(-c2ccco2)nc1SCc1ccccc1 is entered as ., ., 6, ., 7, -8, .

Additional records:
Below each SMILES – TcdB inh	BoNT-A LC inh2	SARS 3CLpro inh	Anthrax LF inh2	PrPC TRFRET	PriA SSB inh	PfHsp40 rescue
CC1CCN(c2ccc(S(=O)(=O)Nc3cc(C(=O)O)cc(C(=O)O)c3)cc2[N+](=O)[O-])CC1
  -0.5	.	.	.	-9	1	.
COc1ccccc1NC(=O)c1ccc([N+](=O)[O-])o1
  2.6	.	.	.	2	-8	.
C[C@]12CCC3C(CC[C@H]4C[C@@H](O)CC[C@]34C)C1C[C@@H](Br)[C@@H]2O (some centres not stated)
  6.6	.	.	.	-3	12	.
O=C1[C@H]2[C@H](C=CC[C@H]2C(=O)N2CCOCC2)CCN1Cc1ccc(Cl)c(Cl)c1
  -0.3	.	.	.	-1	-3	.
CC(C)N(C(=O)Cn1c(SCC(=O)N2CCN(c3ccccc3)CC2)nc2ccccc21)C(C)C
  0.4	.	.	.	5	9	.
COc1cc(/C=C2\C(=O)ON=C2c2ccc(Cl)cc2)ccc1O
  0.5	.	.	.	-1	-5	.
COc1cc(OC)c(/C=C2\C(=O)Nc3ccccc32)c(OC)c1
  2.8	.	.	.	-2	1	.
COC1=CC(=O)[C@]2(C=C1OC)OC[C@@H]1Oc3c(ccc4c3C=CC(C)(C)O4)C(=O)[C@@H]12
  -1.0	.	.	.	20	-10	.
COc1ccc([C@H]2Oc3cc(O)cc(O)c3C(=O)C2[C@@H]2C(=O)c3c(O)cc(O)cc3O[C@@H]2c2ccc(OC)cc2)cc1 (some centres not stated)
  -0.8	.	.	.	5	27	.
COC(=O)C1=C(COc2ccccc2)NC(=O)NC1c1ccc(Cl)cc1 (configuration not stated)
  3.0	.	.	.	2	-2	.
Cc1ccc(/C=C/C(=O)c2ccc([N+](=O)[O-])o2)cc1
  0.0	.	.	.	0	-9	.
CCCCOC(=O)c1ccc(NC(=O)c2c(N)n(C)c(=O)[nH]c2=O)cc1
  1.8	.	.	.	-1	-3	.
O=C1c2ccccc2NC(c2ccc(Br)s2)N1O (configuration not stated)
  -0.9	.	.	.	24	-11	.
Brc1ccccc1CN1CCN(Cc2c[nH]c3ccccc23)CC1
  -0.4	.	.	.	1	15	.
NC(=O)C1CCN(c2nc(-c3ccc4c(c3)OCCO4)cs2)CC1
  -0.1	.	.	.	-14	3	.

Source: PubChem BioAssay
